S3 lipid droplet: qHTS Assay for Lipid Storage Modulators in Drosophila S3 Cells | Drosophila S3 cells, BODIPY lipid droplet fluorescence, 18-24 h; cells fed with added oleic acid | Potency in µM for hits, for the others lipid storage change, negative = inhibition, % at the top dose, mostly 46.1 µM | 320,000 tested, 0.64% active | AID 2685; active = well fitted inhibition curve with a large enough effect in the signal ratio, with a control signal flat, not every such curve was filed as active; inconclusive = small, poorly fitted or top-dose-only effect, or effect the other way, or a change in a side signal; the % refers to the signal ratio
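Drosophila S3 cells got compounds at several concentrations plus oleic acid (400 uM solution). Laser-scanning cytometry with 488 nm excitation read lipid droplets at 500-530 nm and cells at 575-640 nm. Percent activity was relative to 20 uM Triacsin C.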
S3 lipid droplet cell count max: recorded beside S3 lipid droplet, whose call it bears; cell number change, %; measured here: cell count max response;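 cells counted by Cell Tracker Red CMTPX staining in the red channel; peak over a dose series mostly up to 46.1 µM; percent activity relative to internal control wells on each plate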
The depositor's hits bear a star; i = inactive; ? = inconclusive; . = no result given; [ ] = another dose, or the depositor's remark. % is scaled to controls: 0 for no effect and ±100 for the full control effect; potency is read from the fitted curve at half-maximal effect. Not all compounds are listed. The share of hits here may be higher or lower than overall.

Structure | S3 lipid droplet cell count max | S3 lipid droplet
COc1cc2c(cc1OC)C(C)N(C(=O)c1c(C)noc1C)CC2 (stereo not given) | . | ?
Cc1cc(=O)n2[nH]c(-c3ccsc3-n3c(C)ccc3C)cc2n1 | -1 | -19%
FC(F)(F)c1cc(C(F)(F)F)n2nc(-c3sccc3-n3cccc3)cc2n1 | -4 | 2%
COCCN1C=C(C(=O)OC)C(c2ccccc2C(F)(F)F)C(C(=O)OC)=C1 | 9 | 1%
NNC(=O)c1ccc(Cn2cc(Br)cn2)o1 | 1 | -1%
Cc1c(C(=O)Nc2ccccc2Cl)oc2ccc(S(=O)(=O)N3CCC4(CC3)OCCO4)cc12 | . | ?
COC(=O)C1(C(O)C(=O)c2ccc(C)cc2C)CCCCC1 (stereo not given) | -11 | 7%
COCCc1nc2ccc(C(=O)N(C)Cc3cccc(-n4cccn4)c3)cc2o1 | . | ?
Cc1cc(C)cc(Oc2ncnc3c2ncn3Cc2c(Cl)cccc2Cl)c1 | . | ?
C/C(=C\C(=O)c1ccc(Cl)s1)N(C)C | -5 | -9%

Structure | S3 lipid droplet cell count max | S3 lipid droplet
CNC(=S)N(CCN(C)C)Cc1cc2cc3c(cc2[nH]c1=O)OCO3 | . | ?
O=C(c1cc2sccc2n1Cc1ccc(F)cc1)N1CCCc2ccccc21 | -6 | -10%
N#C/C(=N\Nc1cccc(C(F)(F)F)c1)C(=O)c1csc(-c2cccnc2)n1 | . | ?
CCOc1ccc2c(c1)C(C)=CC(C)(C)N2S(=O)(=O)c1ccc(NC(C)=O)cc1 | -18* | 7.3µM*
CCn1cc(CCCC(=O)NCc2ccccc2OC)c2ccccc21 | . | ?
COc1cc(C(=O)Nc2ccccc2C2COC(=O)C2=N)cc(OC)c1OC (stereo not given) | . | ?
Cn1c(Cn2cnc([N+](=O)[O-])n2)nnc1SCC(=O)Nc1ccccc1 | -14 | 11%
Cc1cc2occ(CC(=O)NC3CCCc4ccccc43)c2cc1C (stereo not given) | -12 | -9%
COc1cccc(C2CC(=O)N3CN(c4ccccc4F)CSC3=C2C#N)c1 (stereo not given) | . | ?
CCOC(=O)[C@H]1[C@H]2COc3ccc(OC)cc3[C@@H]2N2C(=O)CN(Cc3ccc(Cl)cc3)C(=O)[C@@]12C | -20 | -9%

Structure | S3 lipid droplet cell count max | S3 lipid droplet
O=C(c1ccccc1NS(=O)(=O)c1ccc(F)cc1)N1CCCC1 | . | ?
CCOC(=O)c1cc(-c2ccc(C)cc2)n(CCC(=O)NCCN(C)C)c1C | -3 | -27%
COc1ccc(C(C)C)cc1S(=O)(=O)N1CCC(C(=O)NCC2CCCO2)CC1 (stereo not given) | . | 13%
O=C(NCc1ccccn1)C(=O)NCC1OCCCN1S(=O)(=O)c1ccc(F)cc1 (stereo not given) | . | ?
O=C(CCc1nc2ccccc2c(=O)[nH]1)Nc1nnc(SCc2ccc(Cl)cc2)s1 | -1 | 1%
Cc1ccccc1NC(=O)CNC(=O)Cc1cccc2ccccc12 | . | ?
CCOC(=O)Cc1csc(NC(=O)CSc2nnc(C(C)C)n2C)n1 | 5 | 10%
Cc1ccccc1OCC(=O)NNC(=O)c1ccc2c(=O)n3c(nc2c1)CCC3 | . | ?
CN(c1ccccc1)S(=O)(=O)c1ccc(C(=O)NCc2ccccn2)cc1 | . | ?
CC(=O)Nc1ccc(NC(=O)CSc2ccc(-c3ccc4c(c3)OCO4)nn2)cc1 | . | ?

Structure | S3 lipid droplet cell count max | S3 lipid droplet
Cc1nc(NCc2ccccc2)c(C(N)=O)c2c1COC(C)(C)C2 | -8 | 15%
CSc1ccc(Cl)c(C(=O)Nc2ccc(N3CCOCC3)cc2)c1 | . | ?
CCc1ccc(OCCCC(=O)Nc2nccs2)cc1 | -4 | -1%
CC(=O)Nc1ccc(NC(=O)c2ccccc2Nc2ccccc2)cc1 | . | ?
CSCCC(=O)N1CC[C@@H](N2CCN(c3ccccc3F)CC2)[C@H](O)C1 | 7 | 24%
CC(=O)Nc1ccc(S(=O)(=O)N(CCO)Cc2ccccc2)cc1 | . | ?
COc1ccc(Br)cc1/C=N/NC(=O)C[n+]1ccccc1 | . | ?
Cc1ccc(NC(=O)CCN2C(=O)c3cccc([N+](=O)[O-])c3C2=O)c(Br)c1 | -2 | 22%
CC1CCN(c2ccc(C(=O)O)cc2N)CC1 | 2 | -13%
CCOC(=O)/C=C1\SCC(=O)N1CC(=O)NC1CCCCC1 | . | ?

Quoted from the listing:
Cn1c(Cn2cnc([N+](=O)[O-])n2)nnc1SCC(=O)Nc1ccccc1 in S3 lipid droplet cell count max is listed with -14
C/C(=C\C(=O)c1ccc(Cl)s1)N(C)C in S3 lipid droplet cell count max is listed with -5

Arranged by formula weight (largest number first): 5 of the compounds above
Structure | S3 lipid droplet cell count max | S3 lipid droplet
Cc1cc(C)cc(Oc2ncnc3c2ncn3Cc2c(Cl)cccc2Cl)c1 | . | ?
COCCc1nc2ccc(C(=O)N(C)Cc3cccc(-n4cccn4)c3)cc2o1 | . | ?
O=C(c1ccccc1NS(=O)(=O)c1ccc(F)cc1)N1CCCC1 | . | ?
COC(=O)C1(C(O)C(=O)c2ccc(C)cc2C)CCCCC1 (stereo not given) | -11 | 7%
C/C(=C\C(=O)c1ccc(Cl)s1)N(C)C | -5 | -9%

Remaining list, next part
Structure | S3 lipid droplet cell count max | S3 lipid droplet
C=CCNC(=S)NC(=O)c1oc2ccccc2c1C | 5 | 10%
CCc1cc2c(=O)c(-c3nc4ccccc4n3C)c(C)oc2cc1OC(C)=O | . | ?
Fc1ccccc1N1CCN(c2nnnn2-c2ccccc2)CC1 | . | ?
NC(=S)N/N=C1\CC(n2nnnc2-c2ccccc2)C2COC1O2 (stereo not given) | . | ?
COc1ccc(CC(=O)NNC(=O)CN(C)S(=O)(=O)c2ccc(Cl)cc2)cc1OC | . | ?
CCN1CCN(c2nc3c(C)cccn3c(=O)c2/C=C(\C#N)C(=O)NCCCOC)CC1 | -17 | i
O=C(CN1CCCCC1)Nc1ccccc1Cl | . | ?
O=C(ON=C1CCN(S(=O)(=O)c2ccccc2)CC1)c1ccc(F)cc1 | 18 | 3%
Cc1cccc(NS(=O)(=O)c2ccc(-n3cccn3)cc2)c1C | -6 | i
CCOC(=O)/C(=N\Nc1cc(Cl)ccc1Cl)N1CCN(C)CC1 | . | ?

Three of the compounds above, with values ahead of the structure.
S3 lipid droplet cell count max	S3 lipid droplet	compound
.	?	Fc1ccccc1N1CCN(c2nnnn2-c2ccccc2)CC1
.	?	NC(=S)N/N=C1\CC(n2nnnc2-c2ccccc2)C2COC1O2 (stereo not given)
.	?	COc1ccc(CC(=O)NNC(=O)CN(C)S(=O)(=O)c2ccc(Cl)cc2)cc1OC

(further entries)
Structure | S3 lipid droplet cell count max | S3 lipid droplet
CCCN1C(=O)C2(C(C(=O)c3ccc(C)o3)=C(O)C(=O)N2CCCN2CCOCC2)c2ccccc21 (stereo not given) | . | ?
O=C1C(Cc2ccccc2)Nc2ncnc(N3CCCCC3)c2N1Cc1ccc(Cl)cc1 (stereo not given) | . | 12%
OCc1nc2ccccc2n1CCc1ccccc1 | . | ?
Cc1nc(-c2ccc(C(=O)Nc3ccccc3F)cc2)cs1 | . | 14%
CCCCCC(=O)N1CC2(CC(c3cccc(NC(=O)c4ccccc4)c3)=NO2)C[C@@H]1C(N)=O (stereo not given in full) | 2 | 16%
CCOC(=O)c1cnn(-c2ccccc2)c1N | . | ?
Cc1nc(SCC(=O)NC(C)c2ccccc2)c2oc3ccccc3c2n1 (stereo not given) | . | ?
O=C(Nc1ccccc1)Nc1ccc(-n2ccc(C(F)(F)F)n2)cc1 | -17 | -12%
O=S(=O)(c1ccc(Cl)cc1)c1cnc2ccccc2n1 | -118* | 29µM*
CC(=O)c1ccc(OCCCC(=O)Nc2cc(S(=O)(=O)N(C)C)ccc2C)cc1 | . | ?

Structure | S3 lipid droplet cell count max | S3 lipid droplet
Cc1cccc([C@@H]2C[C@H]3CN(Cc4cccc(Cl)c4)C(=O)[C@]34CCCN24)n1 | 1 | 3%
Cc1ccccc1NC(=O)CSc1nnc(CNC(=O)c2ccco2)n1C | . | ?
CCN(CC)c1ccc(C(=S)N2CCN(c3ccccc3)CC2)cc1 | . | ?
CCN1CCN(CCNC(=O)c2ccc(CS(=O)c3ccc(Cl)cc3)o2)CC1 (stereo not given) | . | i
CC(=O)c1ccc(N2CCN(C(=S)Nc3ccccc3F)CC2)cc1 | 1 | 0%
CCCn1c(CC)nc([N+](=O)[O-])c1Sc1ccc(F)cc1 | . | ?
Cc1ccc(NCc2nnc(SCC(=O)N(Cc3ccccc3)C(C)(C)C)o2)c(C)c1 | . | ?
CC(C)(CSc1ccccn1)NS(=O)(=O)c1ccc(Cl)cc1 | . | ?
CC(C)C(=O)Nc1ccc(-c2nc3ccccc3c(=O)o2)cc1 | 6 | 2%
COc1ccc(C(CC(=O)Nc2ccc(F)cc2)c2ccccc2)cc1 (stereo not given) | -6 | i

Structure | S3 lipid droplet cell count max | S3 lipid droplet
Cc1csc(NC(=O)CSC2=NCCS2)n1 | . | ?
Cc1cc(C)cc(N2CC(C(=O)NC3CCCCC3)CC2=O)c1 (stereo not given) | -12 | i
COc1ccc([C@]23Cc4cc(OC)c(OC)cc4C(O2)C2=C(CC(C)(C)CC2=O)O3)cc1 | 10 | 24%[9.22 µM]
CSc1nc2nc(C)c(CCC(=O)OCC(=O)Nc3ccc(F)cc3)c(C)n2n1 | -2 | -6%
CC(=O)Nc1nnc(SCC(=O)NCC2CCCO2)s1 (stereo not given) | . | ?
COc1ccc(S(=O)(=O)N2CCOCC2)cc1NC(=O)CSc1nnc(C2CC2)n1C1CC1 | -4 | i
CC1CC(=O)N(c2ccc(Br)cc2)C(=O)C1 | -2 | -6%
COc1cc2c(cc1OC)C(C)N(C(=O)c1cc3c(s1)-c1ccccc1OC3)CC2 (stereo not given) | 3 | i
CCCNc1c(NS(=O)(=O)c2ccc(Br)cc2)c(=O)oc2ccccc12 | -47 | i
CSc1ccc(C(=O)C2CCCN(Cc3ccc(N4CCNC4=O)cc3)C2)cc1 (stereo not given) | 6 | 5%

Structure | S3 lipid droplet cell count max | S3 lipid droplet
O=c1[nH]c(CSc2nnc(-c3ccncc3)n2Cc2ccco2)nc2ccccc12 | -15 | 15%
COc1ccccc1CNC(=O)CSc1ccc(C(=O)Nc2ccccc2OC)cc1[N+](=O)[O-] | 1 | -4%
O=S(=O)(Nc1ccc(S(=O)(=O)Nc2cccc3ccccc23)cc1)c1ccccc1 | . | ?
CC(C)(C)N(Cc1ccccc1)C(=O)COC(=O)CSc1ccc([N+](=O)[O-])cc1 | . | ?
COc1ccc(CCNC(=O)c2cc(=O)c3cc(C)ccc3o2)cc1 | . | ?
C#CCOCCOCCOCCNc1nc(N2CCN(C(=O)[C@H](Cc3ccc(O)cc3)n3cc(CCO)nn3)CC2)nc(N2CCN(C(=O)[C@H](Cc3ccc(O)cc3)n3cc(CCO)nn3)CC2)n1 | 5 | 19%
Cc1cccc(S(=O)(=O)NC(Cc2c[nH]c3ccccc23)C(=O)O)c1 (stereo not given) | . | ?
CC(C)[C@@H]1NC(=O)c2cc([N+](=O)[O-])cc(F)c2NCCC[C@@H](C(N)=O)NC(=O)[C@H](CO)NC1=O | 15 | 8%
COC(=O)n1c(SC)nc2ccccc21 | -10 | 29%
O=C(CSc1n[nH]c(-c2ccccc2)n1)c1ccccc1 | . | i

Structure | S3 lipid droplet cell count max | S3 lipid droplet
Cc1ccccc1Cn1cc(NS(=O)(=O)c2cn(C)nc2C)cn1 | . | ?
O=C(O)CCCNc1cc(N2CCN(C(=O)c3ccco3)CC2)c2noc3c2c1C(=O)c1ccccc1-3 | . | ?
CN1/C(=C\C=N\O)C(C)(C)c2ccccc21 | . | ?
O=C(c1[nH]ncc1-c1ccc(Cl)cc1)C1CO1 (stereo not given) | -7 | -7%
Cc1nnc(SCc2cccc(Cl)c2)n(N)c1=O | -3 | -7%
Cn1c(=O)n(CC(=O)N2CCN(c3nnc(-c4ccccc4)c4ccccc34)CC2)c2ccccc21 | . | ?
NC(=O)C1CCN(C2CC(=O)N(Cc3cccs3)C2=O)CC1 (stereo not given) | . | ?
COc1cc(/C=N/NC(=O)Cc2cccs2)c([N+](=O)[O-])cc1OC | . | ?
CCOC(=O)c1cc(/C(C)=N/OC(=O)c2ccc(C(C)(C)C)cc2)on1 | -1 | 7%
COc1ccccc1CNc1cc(CSc2ccc(Cl)cc2)nc(C)n1 | . | ?

Structure | S3 lipid droplet cell count max | S3 lipid droplet
CCCCn1c(N)c(N(CCC(C)C)C(=O)c2ccc(N3CCCC3=O)cc2)c(=O)[nH]c1=O | . | ?
Cc1ccc(CS(=O)(=O)Cc2ccc(C(=O)NCc3ccccn3)o2)cc1 | . | i
O=C(c1cc(-c2ccc(Cl)c(Cl)c2)on1)N1CCCCC1 | 12 | 16%
COc1cccc(N(CC(=O)NC2CCCC2)C(=O)CCC(=O)Nc2cc(C)on2)c1 | . | ?
NC(=O)[C@H]1CC2(CC(c3cccc(NC(=O)COc4ccc(Cl)cc4)c3)=NO2)CN1C(=O)Cc1ccc([N+](=O)[O-])cc1 (stereo not given in full) | . | ?
CCn1nnnc1SCC(=O)N1c2ccccc2NC(=O)CC1C (stereo not given) | -16 | -4%
Cc1nn(C)c(C(=O)NNC(=S)Nc2ccc(Cl)cc2)c1[N+](=O)[O-] | . | ?
COc1cccc2c1c(NC(=O)c1cc(C)on1)nn2C | 1 | 3%
COCCn1c(N)c(NCc2ccccc2)c(=O)n(CC(=O)Nc2cc(C)ccc2C)c1=O | 8 | 8%
C/C(=N/NC(=O)CNc1ccc(C)cc1)c1ccc(Br)s1 | . | i
CCN(c1ccccc1)S(=O)(=O)c1ccc2c(c1)CC(C)N2C(=O)C1CC1 (stereo not given) | 30 | i

Assay outcomes as filed in PubChem.
